Source: PubChem
GoLoco inh red: blocks human Gai1 binding to RGS12 GoLoco peptide, red readout | P63096 | Gai1:RGS12 GoLoco peptide FP, rhodamine, 10 min | Potency, µM (top dose mostly 61.6 µM), inactives show top-dose activity, negative = inhibition, usual class: inhibitors | hit rate 0.44% among 230,000 | AID 880; active = well fitted inhibition curve with a large enough effect, not every such curve was filed as active; inactive = no such curve, though single readings can be large or run the other way; note: % is set by controls: 0 for no effect and ±100 for the full control effect; nearly all actives have a fitted effect of over 30% in size; many of its hits are not listed in these tables
Target sequence (P63096 whole entry, looked up): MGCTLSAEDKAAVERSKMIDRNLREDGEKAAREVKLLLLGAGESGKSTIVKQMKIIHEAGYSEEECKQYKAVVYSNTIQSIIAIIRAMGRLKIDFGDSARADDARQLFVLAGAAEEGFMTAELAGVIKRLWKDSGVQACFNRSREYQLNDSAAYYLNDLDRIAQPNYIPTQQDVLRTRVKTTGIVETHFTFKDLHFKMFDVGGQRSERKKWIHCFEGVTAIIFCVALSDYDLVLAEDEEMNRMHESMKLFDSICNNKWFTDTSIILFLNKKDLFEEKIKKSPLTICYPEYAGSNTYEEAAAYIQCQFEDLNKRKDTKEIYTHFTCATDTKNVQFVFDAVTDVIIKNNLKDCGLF
SMN2 splice up: increases expression of the SMN2 splice variant; HEK293 SMN2-luciferase splicing reporter, luminescence, 30-36 h; AID 1458; hit rate 2.8% among 210,000; Potency, µM (series often up to 46.1 µM), inactives show at the top dose activity change, positive = activation, actives largely listed as activators; note: % of control where 0% means no effect; nearly all actives have a fitted effect of over 55% in size
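qHTS luciferase splicing reporter: luminescence rises when SMN2 exon 7 is included in transfected HEK293 cells. Compound exposure lasted 30-36 h at 37C, with 4.5 mM final sodium butyrate as control, followed by a ONE-Glo read.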
KDM4E inh: JMJD2E (human) inhibition; B2RXH2; JMJD2E catalytic domain, FDH-coupled NADH fluorescence (FDH is formaldehyde dehydrogenase); Potency, µM (series often up to 57.1 µM), for inactives: at the top dose activity change, negative = inhibition, usual class: inhibitors; hit rate 1.6% among 230,000; AID 2147; active = well fitted inhibition curve with a large enough effect, not every such curve was filed as active; inconclusive = small, poorly fitted or top-dose-only effect, or another doubt; inactive = no such curve, though single readings can be large or run the other way;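 note: 0% = wells with enzyme and -100% = buffer wells without enzyme; nearly all actives have a fitted effect of over 50% in size; many of its hits are not listed in these tables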
GLA spleen mod: inhibitors or activators of human alpha-galactosidase in spleen homogenate | hit rate 0.008% among 240,000 | Potency, µM (titrated, usually from 80 µM), for the others: at the top dose activity change, negative = inhibition, actives largely listed as inhibitors | human spleen homogenate, 4MU-alpha-Gal fluorescence, 40 min | P06280;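 note: 0% = enzyme with vehicle and -100% = no enzyme basal signal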
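Human spleen homogenate (1 ug) as enzyme source, 4-methylumbelliferyl-alpha-D-galactopyranoside 1 mM final, citrate/phosphate pH 5.0 with 0.01% Tween-20. Compounds 40 min at 37C, NaOH/glycine stop; fluorescence Ex 365/Em 440, Hill-fit AC50.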
aGlu spleen mod: inhibits or activates alpha-glucosidase in human spleen homogenate | P10253 | hit rate 0.006% among 240,000 | human spleen homogenate, 4-MU-alpha-glucoside fluorescence | AID 2112 | Potency, µM (series often up to 79.9 µM), inactives show at the top dose activity change, negative = inhibition, hits mostly inhibitors;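 note: 0% = enzyme with vehicle and -100% = no enzyme basal signal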
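Enzyme source: human spleen homogenate, 1 ug/well. Buffer 50 mM citric acid/K phosphate pH 5.0, 0.01% Tween-20. 4-MU-alpha-glucoside 1 mM; 37 C x 40 min; NaOH/glycine stop; fluorescence.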
GAA glycogen mod: alters human alpha-glucosidase cleavage of glycogen; P10253; recombinant GAA, glycogen substrate, Amplex Red glucose oxidase fluorescence; Potency, µM (highest dose often 76.4 µM), inactives show top-dose activity change, negative = inhibition, usual class: inhibitors; hit rate 0.38% among 300,000; AID 2100;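 note: 0% = full enzyme reaction and -100% = no-enzyme basal signal; the screen sought inhibitors and activators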
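qHTS, 1536-well; enzyme 4 nM final; cpd up to 77 uM; substrate bovine liver glycogen 30 ug; 50 mM citrate/phosphate pH 5.0, 0.01% Tween-20; 37 C, 40 min; Amplex Red detection 45 min RT; Hill fit → AC50.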
GAA inh: blocks human lysosomal alpha-glucosidase | hit rate 0.005% among 200,000 | Potency, µM (top dose mostly 76.9 µM), for inactives: at the top dose activity change, negative = inhibition, usual class: inhibitors | P10253 | AID 1466 | purified human GAA, 4-MU-alpha-glucoside fluorescence;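 note: plate controls were uninhibited enzyme wells for no effect and no-enzyme background for full effect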
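AC50 values come from Hill fits of compound titrations (up to 77 uM) against 4 nM human enzyme. Substrate 4-methylumbelliferyl-alpha-D-pyranoside at 400 uM, pH 5.0 citrate buffer, 20 min room temperature; fluorescence Ex 365/Em 440 after alkaline stop.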
ALDH1A1 inh: blocks purified human ALDH1A1 activity. Potency, µM (highest dose often 75.3 µM), for the others: top-dose activity, negative = inhibition, most hits filed as inhibitors. hit rate 7.3% among 220,000. P00352. AID 1030. Purified ALDH1A1, NADH fluorescence, propionaldehyde substrate; active = well fitted inhibition curve with a large enough effect, not every such curve was filed as active; inconclusive = small, poorly fitted or top-dose-only effect, or another doubt; inactive = no such curve, though single readings can be large or run the other way;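 note: plate controls were no enzyme wells and a reference inhibitor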
Target sequence (P00352 whole entry, looked up): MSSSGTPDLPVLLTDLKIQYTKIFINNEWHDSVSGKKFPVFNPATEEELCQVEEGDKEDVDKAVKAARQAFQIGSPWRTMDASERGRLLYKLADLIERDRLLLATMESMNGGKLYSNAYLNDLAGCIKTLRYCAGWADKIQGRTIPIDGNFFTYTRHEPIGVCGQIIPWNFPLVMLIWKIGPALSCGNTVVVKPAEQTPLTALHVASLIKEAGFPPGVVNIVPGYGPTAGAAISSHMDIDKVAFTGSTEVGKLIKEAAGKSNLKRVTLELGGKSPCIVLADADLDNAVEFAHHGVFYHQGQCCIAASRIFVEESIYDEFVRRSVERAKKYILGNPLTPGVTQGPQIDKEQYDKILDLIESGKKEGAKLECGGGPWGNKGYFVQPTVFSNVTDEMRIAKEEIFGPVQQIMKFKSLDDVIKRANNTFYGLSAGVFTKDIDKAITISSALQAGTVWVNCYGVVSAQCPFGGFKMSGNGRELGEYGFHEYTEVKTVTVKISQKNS
Starred values were filed as active, the others as inactive; ? = inconclusive; . = no result given; & = joins results of further samples; ! = repeats disagree; [ ] = remark or other dose. Unless noted, calls come from the whole dose curve; as a rule, active = well fitted curve in the direction sought with a large enough effect; inconclusive = small, poorly fitted or top-dose-only effect, or another doubt; inactive = no such curve, though single readings can be large; an effect the other way counts as inactive or inconclusive. Potency is the fitted concentration of half-maximal effect. These rows are one share of the data. The share of hits here may be higher or lower than overall.

SMILES	GoLoco inh red	SMN2 splice up	KDM4E inh	GLA spleen mod	aGlu spleen mod	GAA glycogen mod	GAA inh	ALDH1A1 inh
CN1CCN(c2ccc(C(N)=O)cc2N)CC1	-12%	-9%	?	4%	4%	2%	0%	?
CCOC(=O)N(c1ccccc1)P1(=S)OCCO1	6%	4%	3%	-13%	-8%	-1%	-4%	?
CC(=NC(C)c1ccccc1)c1c(O)[nH]c(=O)[nH]c1=O (stereo not given)	-6%	-2%	4%	-9%	-11%	-13%	6%	6%
COc1cc(CC(=O)OCC2=C[C@H]3[C@@H]4C(C)(C)[C@]4(OC(C)=O)[C@H](OC(=O)Cc4ccccc4)[C@@H](C)[C@]3(O)[C@@H]3C=C(C)C(=O)[C@@]3(O)C2)ccc1O	3%	.	.	11%	3%	.	.	8%
C[C@H](NC(C)(C)C)C(=O)c1cccc(Cl)c1	9%[21.6 µM]	2%[20.6 µM]	-18%[25.5 µM]	-2%[29.1 µM]	-6%[29.1 µM]	.	.	?
Cc1cc(C(=O)O)oc(=O)c1	-2%	.	?	-2%	-10%	-3%	1%	1%
C[C@@H]1C[C@@H](O)[C@@]2(O)[C@]13CC(=O)OC[C@]2(C)[C@@](C)(O)C(=O)C3	2%	5%	4%	-1%	-2%	.	.	15%
CC[N+]12CCC(CC1)C(C(O)(c1ccccc1)c1ccccc1)C2 (stereo not given)	-1%	.	6%	-3%	-3%	9%	.	.
COc1ccc(C(=O)C2CCCN(Cc3cccc(C)n3)C2)c(OC)c1 (stereo not given)	7%	.	2%	2%	8%	-3%	.	.
CCCCSc1nc2c(cnn2-c2ccccc2)c(=O)n1N	18%	10µM*	-26%	1%	-2%	17%	?	?
O=C(N/N=C\c1ccc(COc2ccc([N+](=O)[O-])cc2)o1)c1cccc(Cl)c1	15%	-17%	0%	-9%	-11%	-3%	-11%	-12%
COc1ccc(N2C(=O)NC(=O)/C(=C/c3cccc(OC(=O)c4cccs4)c3)C2=O)cc1Cl	15%	-6%	-15%	-17%	-12%	-5%	3%	?
CCOc1cc(/C=C2/NC(=O)N(CC(=O)Nc3cccc(C)c3)C2=O)ccc1O	-3%	?	-16%	-2%	-7%	22µM*	-4%	-2%
C=CCN1CCc2cccc3c2C1Cc1ccc(O)c(O)c1-3 (stereo not given)	11%&-9%	-77%&5%[inhibitor]	?	-7%&12%	-9%&6%	.	.	?
CC1N(O)C2CCCCCC2N1O (stereo not given)	-3%	3%	-12%	4%	1%	?	-1%	1%
O=c1cc(C(F)(F)F)c2cc3c4c(c2o1)CCCN4CCC3	13µM*	-16%	-10%	1%	-1%	19%	-2%	-3%
Cc1ccc(-n2c(C)cc(/C=C3/C(=O)NC(=O)N(Cc4ccco4)C3=O)c2C)cc1	9%	-19%	-9%	1%	3%	9%	0%	14µM*
O=C(COc1ccccc1)N1CCN(CCN2C(=O)c3cccc4cccc(c34)C2=O)CC1	-2%	.	-11%	0%	0%	3%	-4%	-6%
c1ccc2sc(NC3=NCCN3)nc2c1	4%	?	-6%	-6%	-2%	7%	3%	-2%
CC[C@H](CO)Nc1nc(NCc2ccccc2)c2ncn(C(C)C)c2n1	5%&-1%&12%	18µM*	6%	6%&14%&0%	6%&1%&8%	.	.	4%&-3%&11%
OCC1(CO)COC(c2cccnc2)N1 (stereo not given)	-9%	1%	24%	-2%	-10%	-2%	-2%	5%
CCCOP(=O)(O)c1c([N+](=O)[O-])cc(C(F)(F)F)cc1[N+](=O)[O-] (tested in a mixture with another compound)	6%	5%	8%	-8%	-7%	3%	-1%	12%
O=C(CN1CCCCC1)c1ccc(F)cc1	4%	.	6%	13%	1%	3%	.	.
Cc1ccc2c(c1)CC1(CN2C)C(=O)NC(=O)N(c2cc(C)ccc2C)C1=O (stereo not given)	-1%	-7%	-3%	8%	9%	-8%	5%	1.8µM*
CC(C)c1ccc(O)c(CN2CCN(c3ccccc3)CC2)c1	6%	-27%	-4%	16%	0%	14%	1%	2µM*

Next part.
SMILES	GoLoco inh red	SMN2 splice up	KDM4E inh	GLA spleen mod	aGlu spleen mod	GAA glycogen mod	GAA inh	ALDH1A1 inh
Cn1c(O)c(C(c2ccccn2)c2c(O)n(C)c(=S)n(C)c2=O)c(=O)n(C)c1=S	-24%	11%	-22%	4%	-9%	-4%	6%	?
c1ccc([Se]c2c(-c3ccccc3)[se]c3ccccc23)cc1	-1%	.	.	1%	-1%	.	.	9%
CCn1c(P(C)(=O)O)nc2ccccc21	3%	10%	7%	7%	1%	0%	-1%	14%
CN(C)[C@@H]1C(=O)C(C(N)=O)=C(O)[C@]2(O)C(=O)C3=C(O)c4c(O)ccc(Cl)c4[C@](C)(O)[C@H]3C[C@@H]12	0%[21.6 µM]	-10%[20.6 µM]	-13%[25.5 µM]	10%[29.1 µM]	-5%[29.1 µM]	.	.	2%[20.9 µM]
CCOc1ccccc1NC(=O)N1CCC2(CC1)OCCO2	-6%	5%	1%	-3%	3%	12%	4%	?
CNC(=O)[C@@H]1C[C@H]1[C@@H](NP(=O)(c1ccccc1)c1ccccc1)c1ccccc1	5%	13µM*	-5%	-6%	-10%	.	.	-11%
CC[C@@H]1CN2CCc3cc(OC)c(OC)cc3[C@H]2C[C@@H]1C[C@@H]1NCCc2cc(O)c(OC)cc21	7%[21.6 µM]	-71%[inhibitor][20.6 µM]	-10%[25.5 µM]	15%[29.1 µM]	3%[29.1 µM]	.	.	0%[20.9 µM]
COc1ccc2c(c1O)-c1cc(O)cc3c1[C@@H](C2)N(C)CC3	-4%	-15%	.	32%	10%	.	.	?
COc1cccc(/C=C2\N=C(c3cncc(Br)c3)OC2=O)c1	-2%	4%	?	20%	-20%	-3%	?	?
CC(=O)Nc1ccccc1C(=O)OCC(=O)c1cccc2ccccc12	-2%	-7%	-2%	2%	-2%	-6%	-4%	2%
CC(Cc1ccccc1)NC(=O)NC(C)Cc1ccccc1 (stereo not given)	2%	.	4%	2%	-3%	5%	0%	3%
CC1CC[C@@]2(OC1)OC1C(O)C3C4CC[C@H]5CC(O[C@@H]6O[C@@H](CO)[C@H](OC7OC(CO)C(O)C(OC8OCC(O)C(O)[C@H]8O)[C@@H]7O[C@@H]7OC(CO)[C@H](O)[C@@H](O[C@@H]8OC(CO)C(O)C(O)C8O)C7O)C(O)C6O)C(O)C[C@]5(C)C4CC[C@]3(C)C1C2C (stereo not given in full)	-8%	-69%[inhibitor]	-7%	-2%	11%	.	.	-4%
CCCN1CCC[C@@H]2Cc3[nH]ncc3C[C@H]21	1%	1%[20.6 µM]	-20%	-2%	1%	.	.	-4%
Cc1ccc2cccc(OC(=O)N3CCCC3)c2n1	14%	-3%	0%	-4%	-7%	3%	-2%	9%
CCCCn1c(=O)c(C(=O)Nc2ccsc2C(=O)OC)c(O)c2ccccc21	7%	-22%	?	2%	6%	1%	-9%	10%
O=C1NC(=O)C(=Cc2ccccc2OCCOc2ccc([N+](=O)[O-])cc2)C(=O)N1	20%	-8%	-29%	2%	3%	-8%	2%	14µM*
O=C(/C=C/c1ccccc1)C1C(=O)c2ccccc2C1=O	3%	10µM*	?	2%	0%	11%	-5%	8%
CCC(C)N1C(=O)NC(=O)C2(Cc3cc(C)ccc3N(C)C2)C1=O (stereo not given)	8%	-10%	1%	-4%	-2%	-12%	-5%	?
CC(=NCCC1=CCCCC1)c1c(O)[nH]c(=O)[nH]c1=O	10%	-22%	-1%	2%	-3%	5%	7%	-5%
C[C@H](N)CN1CCc2ccc(Br)cc21	11%	-8%	-27%	-21%	7%	.	.	5%
Cc1cc(C(=O)C[N+]23CCN(CC2)CC3)c(C)n1-c1ccc(Br)cc1	9%	-1%	1%	8%	-2%	4%	-4%	-1%
CCC(C)N1C(=O)/C(=C\c2cc3c4c(c2)CCCN4CCC3)C(=O)NC1=S (stereo not given)	228%[activator]	20%	?	21%	-5%	1%	-6%	0.32µM*
Cc1ccc2nc(-c3ccncc3)cc(C(=O)N3CCC4(CC3)OCCO4)c2c1	14%	?	?	?	-12%	6%	-1%	?
CCN1C[C@@]2(COC(=O)c3ccccc3N3C(=O)CC(C)C3=O)CC[C@H](OC)[C@]34C5C[C@@H]6[C@@H](OC)C[C@@](O)(C5[C@H]6OC)[C@@](O)(C13)[C@@H](OC)C24 (stereo not given in full)	2%	.	20%	-15%	6%	.	.	2%
Cc1cccc(-n2c(O)c(/C=N/NC(=O)c3ccncc3)c(=O)[nH]c2=O)c1	5%	.	?	-1%	-9%	-9%	.	.

The list goes on (two carried over from the part before).
SMILES	GoLoco inh red	SMN2 splice up	KDM4E inh	GLA spleen mod	aGlu spleen mod	GAA glycogen mod	GAA inh	ALDH1A1 inh
CCN1C[C@@]2(COC(=O)c3ccccc3N3C(=O)CC(C)C3=O)CC[C@H](OC)[C@]34C5C[C@@H]6[C@@H](OC)C[C@@](O)(C5[C@H]6OC)[C@@](O)(C13)[C@@H](OC)C24 (stereo not given in full)	2%	.	20%	-15%	6%	.	.	2%
Cc1cccc(-n2c(O)c(/C=N/NC(=O)c3ccncc3)c(=O)[nH]c2=O)c1	5%	.	?	-1%	-9%	-9%	.	.
CCN(CC)c1ccc(CN2CC=C(c3ccc(F)cc3)CC2)cc1	-8%	9%	-4%	-7%	-11%	-2%	-6%	3%
CC(C)(C)c1ccc(OC(=O)N2CCCCC2)cc1	22%	13µM*	-2%	-3%	0%	7%	1%	3%
COc1ccc(-n2c(O)c(C=NCCCn3ccnc3)c(=O)[nH]c2=O)cc1	3%	-2%	9%	4%	3%	3%	5%	3%
O=C(N/N=C/c1c(O)n(Cc2ccccc2)c(=O)[nH]c1=O)c1ccccc1O	26%	12%	-3%	-2%	1%	-13%	-4%	?
Fc1c(F)c(F)c(N2CCNCC2)c(F)c1F	4%	-14%	-12%	-11%	-12%	2%	-15%	?
O=NN(CCCl)C(=O)NCCCl	9%&0%	2%&-2%	9%&7%	12%&7%	8%&2%	.	.	3.2µM*!
O=C(c1cnccn1)N1CCC2(CC1)CN(Cc1ccncc1)C2	5%	-3%	.	2%	1%	.	.	-14%
CCN(CC)c1ccc(CC2C(=O)N(C)C(=O)N(C)C2=O)cc1	276%[activator]	-9%	-4%	-5%	-3%	?	?	4.5µM*
